All columns: NCI-60 one-dose screen, growth in % after 48 h at 10 µM unless noted; 100 = growth as untreated, 0 = no growth, -100 = all killed.
SN12C – SN12C renal cancer cells | actives 3.8% (n = 81,000) | AID 1794767
ACHN – ACHN renal cancer; actives 4.9% (n = 81,000); AID 1794771
RXF 393 – RXF 393 renal cancer cells. actives 6.9% (n = 77,000). AID 1794773
786-0 – 786-0 renal cancer cells; actives 5.1% (n = 81,000); AID 1794775
IGROV1 – IGROV1 ovarian cancer. actives 4.7% (n = 79,000). AID 1794786
SK-OV-3 – SK-OV-3 ovarian cancer cells | actives 3.2% (n = 80,000) | AID 1794785
TK-10 – TK-10 renal cancer cells | actives 3.9% (n = 81,000) | AID 1794769
UO-31 – UO-31 renal cancer; actives 5.2% (n = 81,000)
The depositor's hits bear a star; . = not tested or not shown; & = joins results of further samples; [ ] = another dose, or the depositor's remark. The calls were made as follows: active = growth percent below 10; inactive = the rest. The order is random. About 9.6% of those tested had a hit in this group.

Start of the data: the first three compounds, to show the layout:
(1) CCOC(=O)C1N(Cc2ccccc2)C(=O)c2c(Cl)cc(Cl)cc2N2CCC(=O)C12C(=O)OCC (centres undefined)
(2) Cc1c(C(=O)NCCCC(=O)NO)sc2ncnc(Nc3ccc(NC(=O)Nc4ccccc4)cc3)c12
(3) O=C(N/N=C/c1ccc(Cl)cc1)c1cnc2n(c1=O)CCCCC2
Assay by compound	1	2	3
786-0	92	102	93
SN12C	116	99	97
UO-31	115	75	96
IGROV1	.	99	101
ACHN	100	95	100
TK-10	103	111	101
RXF 393	110	100	93
SK-OV-3	109	122	117

The whole of this part, from the first entry:
(1) CCOC(=O)C1N(Cc2ccccc2)C(=O)c2c(Cl)cc(Cl)cc2N2CCC(=O)C12C(=O)OCC (centres undefined)
(2) Cc1c(C(=O)NCCCC(=O)NO)sc2ncnc(Nc3ccc(NC(=O)Nc4ccccc4)cc3)c12
(3) O=C(N/N=C/c1ccc(Cl)cc1)c1cnc2n(c1=O)CCCCC2
(4) O=C(/C=C/c1ccccn1)c1ccccc1
(5) CC(=O)/C=C/C1=C(C)CCC(=O)C1(C)C
(6) Oc1ccc(-c2nccs2)cc1
(7) Nc1nc2ncccc2n2cc3ccccc3c12
(8) Cc1cc(=O)oc2cc(OCCCOc3ccc(/C=C/C(=O)Nc4ccc(F)c(Cl)c4)cc3)ccc12
Assay by compound	1	2	3	4	5	6	7	8
786-0	92	102	93	16	99	104	76	92
SN12C	116	99	97	61	106	107	55	74
UO-31	115	75	96	57	92	111	52	84
IGROV1	.	99	101	46	116	91	103	66
ACHN	100	95	100	-27*	105	101	78	48
TK-10	103	111	101	19	102	.	101	87
RXF 393	110	100	93	91	122	95	104	97
SK-OV-3	109	122	117	108	93	108	99	97

(9) CC1CC(=O)C(C(C2=C(O)CC(C)CC2=O)c2ccccc2)=C(O)C1 (centres undefined)
(10) O=C1c2ccccc2-c2nccc3cc(Cl)nc1c23
(11) CCOC(=O)c1ccc(Cc2ccc(C(=O)OCC)o2)o1
(12) O=C1C=CC(=O)N1c1ccc2c(c1)C(NC(=O)C(F)(F)F)c1ccccc1-2 (centres undefined)
(13) NC(=O)Cc1cccc2ccccc12
(14) COc1ccc(-c2ccc(-c3ccc(C(=N)N)cn3)o2)cc1Cl
(15) Nc1cc2c(cc1Cl)C(=O)c1ccccc1C2=O
(16) COc1ccc(-n2c(SCC(=O)NNC(=S)NC(=O)c3ccc(Br)cc3)nc3ccc(Cl)cc3c2=O)cc1
Assay by compound	9	10	11	12	13	14	15	16
786-0	105	71	104	102	99	-6.3*	-19*	106
SN12C	100	-31*	99	98	83	45	34	89
UO-31	79	-19*	83	78	98	52	-15*	90
IGROV1	111	0.3*	105	98	110	69	36	103
ACHN	107	-46*	110	87	94	17	3.3*	87
TK-10	97	61	119	105	103	94	34	105
RXF 393	102	-43*	106	102	99	57	72	115
SK-OV-3	112	97	104	98	99	85	39	116

(17) NS(=O)(=O)c1ccc(Nc2nc(N3CCOCC3)c3ncccc3n2)cc1
(18) Cc1nn(-c2ccccc2)c2c1C(c1cc3ccccc3[nH]c1=O)C1=C(CC(C)(C)CC1=O)N2 (centres undefined)
(19) CC1CCc2c(sc3nc(SCC(=O)NNC(=S)Nc4ccccc4)n(-c4ccccc4)c(=O)c23)C1 (centres undefined)
(20) COc1ccc(/C=N\NC(=O)c2ccc3nc(-c4ccc(Br)cc4)[nH]c3c2)cc1
(21) COc1ccc(NC(=O)C2C/C(=C/N(C)C)C(=O)N2)cc1 (centres undefined)
(22) CCOC(=O)CNC(=O)C(c1ccccc1)c1ccccc1
(23) O=C(O)CCNC(=O)c1ccccc1
(24) O=c1c2ccccc2nc(COc2ccccc2)n1/N=C/c1ccc(F)cc1
Assay by compound	17	18	19	20	21	22	23	24
786-0	84	107	110	13	91	95	104	89
SN12C	97	106	90	17	111	101	111	86
UO-31	72	90	73	76	93	86	86	84
IGROV1	92	94	89	20	112	109	113	105
ACHN	92	106	88	35	105	102	104	91
TK-10	81	123	112	52	99	97	105	105
RXF 393	84	101	133	-18*	108	.	130	.
SK-OV-3	98	94	100	63	95	89	113	114

(25) CC(C)=C(c1ccc(Cl)cc1)c1ccccc1Cl
(26) NC(=O)c1cccnc1
(27) CCCc1cc(-c2ccc(O)c(CCC)c2)ccc1O
(28) Clc1nnc2ccc(Oc3ccccc3-c3ccccc3)nn12
(29) C#CCOc1ccc(C(Nc2cc(C)cc(C)c2)c2nnnn2C2CCCCC2)cc1OC (centres undefined)
(30) Cc1nc(-c2cc3ccccc3oc2=O)ccc1C(=O)/C=C/c1ccccn1
(31) NNC(=O)CC(=O)Nc1cccc(Cl)c1
(32) Cn1c(=O)[nH]c(=O)c2nc(CC(=Nc3cccc(C(F)(F)F)c3)c3ccccc3)c(=O)[nH]c21
Assay by compound	25	26	27	28	29	30	31	32
786-0	100	102	.	96	79	6.4*	103	98
SN12C	108	98	73	104	92	47	95	99
UO-31	92	84	.	74	68	58	72	82
IGROV1	117	108	96	108	84	7.0*	97	95
ACHN	105	108	66	106	94	59	91	102
TK-10	102	101	81	108	81	.	120	98
RXF 393	126	121	73	94	.	32	104	89
SK-OV-3	110	102	91	120	90	116	81	99

(33) O=C(Nc1ccc(F)cc1)Nc1cccc2ccccc12
(34) N#C/C(=C\c1ccc(O)cc1)c1nc2ccccc2s1
(35) COCc1cc(C(C)(C)C)c(O)c(C(C)(C)C)c1
(36) CCN(CC)Cc1cc2[nH]c3c4ccc(Cl)cc4ncc3c2cc1OC
(37) COC(=O)c1ccc(Nc2nc3ccccc3cc2C=O)cc1
(38) NC/C(=C/F)COc1ccc2nc(N3CCC(O)CC3)oc2c1
(39) CC(=O)NS(=O)(=O)c1ccc(NCCc2c(C)nc3scc(-c4ccc(Cl)cc4)n3c2=O)cc1
(40) COc1ccc(C2NC(=O)Nc3ccccc32)c(OC)c1 (centres undefined)
Assay by compound	33	34	35	36	37	38	39	40
786-0	106	96	106	86&81	105	84	103	103
SN12C	95	88	110	79&73	93	89	98	95
UO-31	71	45	92	66&110	62	66	57	78
IGROV1	82	88	95	63	67	85	82	98
ACHN	87	97	104	73&84	93	98	92	99
TK-10	117	105	108	90&123	125	69	136	96
RXF 393	106	106	117	-30*	118	66	115	110
SK-OV-3	88	116	105	105&84	.	116	89	95

One compound at a time, as listed above. Screens in order: 786-0, SN12C, UO-31, IGROV1, ACHN, TK-10, RXF 393, SK-OV-3
`COc1ccc(C2NC(=O)Nc3ccccc32)c(OC)c1` (centres undefined) across the screens: 103, 95, 78, 98, 99, 96, 110, 95
`N#C/C(=C\c1ccc(O)cc1)c1nc2ccccc2s1` across the screens: 96, 88, 45, 88, 97, 105, 106, 116
`COC(=O)c1ccc(Nc2nc3ccccc3cc2C=O)cc1` across the screens: 105, 93, 62, 67, 93, 125, 118, .

Arranged by molar mass (falling): part of the list above.
(36) CCN(CC)Cc1cc2[nH]c3c4ccc(Cl)cc4ncc3c2cc1OC
(38) NC/C(=C/F)COc1ccc2nc(N3CCC(O)CC3)oc2c1
(37) COC(=O)c1ccc(Nc2nc3ccccc3cc2C=O)cc1
(33) O=C(Nc1ccc(F)cc1)Nc1cccc2ccccc12
(35) COCc1cc(C(C)(C)C)c(O)c(C(C)(C)C)c1
Assay by compound	36	38	37	33	35
786-0	86&81	84	105	106	106
SN12C	79&73	89	93	95	110
UO-31	66&110	66	62	71	92
IGROV1	63	85	67	82	95
ACHN	73&84	98	93	87	104
TK-10	90&123	69	125	117	108
RXF 393	-30*	66	118	106	117
SK-OV-3	105&84	116	.	88	105

Further records:
(41) N=c1c2c(-c3ccccc3)c(-c3ccccc3)oc2ncn1NC(=O)c1cccnc1
(42) COc1ccc(OC)c(/C=C/[C@H]2O[C@@H](C)[C@H](O)[C@@H]2O)c1
(43) CCO/C=N/C1=C(C#N)C(c2ccc(OC)cc2)c2c(c3cc(C)ccc3[nH]c2=O)O1 (centres undefined)
(44) O=c1[nH]cnn1-c1ccccc1
(45) COc1cc2oc(-c3cccc(C(=O)Nc4ccc(Cl)cc4)c3)cc(=O)c2c(O)c1OC
(46) O=C1/C(=C/c2ccc(OCCCc3ccccc3)cc2)Oc2cc(O)ccc21
(47) COc1ccc(N=Nc2nccs2)c(O)c1
(48) O=C(CCc1nnc(Cn2c(=O)cc[nH]c2=O)o1)c1nc2ccccc2[nH]1
Assay by compound	41	42	43	44	45	46	47	48
786-0	99	.	100	98	39	82	19	103
SN12C	102	106	92	97	42	77	50	100
UO-31	76	92	75	78	47	70	13	83
IGROV1	96	105	94	108	54	99	25	100
ACHN	109	106	98	101	33	73	18	100
TK-10	112	96	127	102	75	103	51	114
RXF 393	117	117	104	110	41	96	53	128
SK-OV-3	99	.	99	94	58	116	52	105

(49) O=C1CN2Cc3c(ccc(Cl)c3Cl)N=C2N1
(50) CCN(CC)CCN1C(=O)c2c(c3c4ccccc4[nH]c3c3[nH]c4ccccc4c23)C1=O
(51) N#C/C(=C\c1ccc2c(c1)OCO2)n1nnc2ccccc21
(52) C#COc1cccc(Nc2ncnc3cc(NC(=O)[C@@H](C)Cl)ccc23)c1
(53) CCCCCCCC/C=C/CCCCCCCC(=O)OCCN1C(=O)c2ccccc2C1=O
(54) COc1ccc(/C=C\C(=O)/C=C/C=C/c2ccccc2)cc1
(55) Nc1ncnc2c1cnn2-c1ccc(Cl)cc1
(56) CC1(C)N=C(N)N=C(N)N1c1ccc(S(C)(=O)=O)cc1
Assay by compound	49	50	51	52	53	54	55	56
786-0	90	84	6.6*	17[6.25 µM]	96	103	93	100
SN12C	89	79	14	22[6.25 µM]	106	98	94	100
UO-31	74	71	12	29[6.25 µM]	90	71	86	94
IGROV1	97	83	4.3*	8.5*[6.25 µM]	114	76	107	111
ACHN	87	62	23	21[6.25 µM]	100	100	99	102
TK-10	99	.	28	11[6.25 µM]	108	87	126	.
RXF 393	.	84	-45*	7.5*[6.25 µM]	106	110	103	100
SK-OV-3	99	83	.	-5.9*[6.25 µM]	97	103	96	83

(57) CC(C)(C)Nc1c(-c2ccc(-c3ccccc3)cc2)nc2ncccn12
(58) CN(C)CCCn1c(=O)c2ccccc2c2ccccc21
(59) O=C(C[n+]1ccc2ccccc2c1)c1ccc(O)c(O)c1
(60) CCC(/C=C\C(C)C1CCC2C3CC=C4CC(O)CCC4(C)C3CCC12C)C(C)C (centres undefined)
(61) CCC(CCCN(CC)CCc1ccccc1)OC(=O)c1cc(OC)c(OC)c(OC)c1 (centres undefined)
(62) Cn1c(=O)c2[nH]c(Cc3cccc(O)c3)nc2n(C)c1=O
(63) CCCS(=O)(=O)Oc1cc2oc(=O)c3c(c2cc1OC)CCCCC3
(64) CN1C(=O)C(Nc2ccc(C(=O)Nc3ccccc3)cc2)=C(c2ccc(Cl)cc2)C1=O
(65) C=CCNc1n[nH]c(=S)s1
(66) COC(=O)c1nc(=S)[nH]c(C(=O)OC)c1C(=O)c1ccc(O)cc1O
(67) c1ccc(-n2ccc(-c3nn[nH]n3)n2)cc1
Assay by compound	57	58	59	60	61	62	63	64	65	66	67
786-0	85	68	.	107	90	113	88	76	113	100	97
SN12C	76	51	89	97	90	103	99	86	99	102	108
UO-31	62	54	70	88	70	86	67	56	99	93	76
IGROV1	85	56	97	107	78	102	101	81	116	111	98
ACHN	87	42	102	103	83	97	90	76	104	111	101
TK-10	88	79	89	98	73	109	106	75	.	103	120
RXF 393	76	75	101	.	90	105	.	76	113	118	104
SK-OV-3	81	92	103	102	83	104	95	70	110	120	110

Source: PubChem
